CHRM1 agonist: human M1 muscarinic receptor agonism; P11229; CHO-K1 hM1, Fluo-8 calcium fluorescence, agonist mode; 0% DMSO, 100% acetylcholine EC100; activation, % at 3 µM; hit rate 0.33% among 360,000; AID 588814;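 active = activation above the run's mean compound activation plus 3 SD, cut at about 16% in these data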;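 also: peak over basal fluorescence ratio within a 140 s kinetic read after compound addition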
CHRM1 antagonist: antagonists of human M1 muscarinic receptor; P11229; CHO-K1 hM1, Fluo-8 calcium fluorescence, ACh EC80 antagonist; inhibition, % at 3 µM; hit rate 1.3% among 360,000; AID 588852;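 active = percent inhibition above its own plate's cutoff, namely the mean of that plate's compound wells plus 3 SD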;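 also: peak over basal fluorescence ratio during 140 s after agonist addition; 0% = ACh EC80 plus DMSO and 100% = DMSO alone without agonist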
M1 PAM parental: nonselective activator or artifact in parental CHO-K1 calcium assay | ATP EC20, Fluo-8 calcium fluorescence; 0% at ATP EC20, 100% at ATP max | hit rate 0.02% among 360,000 | activation, % at 3 µM;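 active = activation above the run cutoff, the mean activation of all test compounds plus 3 SD, cut at about 40% in these data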;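 also: peak over basal fluorescence ratio in a 140 s read after ATP addition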
TAAR1 antag: antagonists of human TAAR1; inhibition, % at 3 µM; CHO RD-HGA16 TAAR1, Fluo-8 calcium fluorescence, antagonist; Q96RJ0; hit rate 1.5% among 360,000;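 active = inhibition above a per-plate cutoff, the mean inhibition of test compounds on that plate plus 3 SD, cut at about 49% in these data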;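 also: 0% = DMSO plus EC80 beta-PEA response and 100% = DMSO alone without agonist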
Target sequence (Q96RJ0 whole entry, looked up): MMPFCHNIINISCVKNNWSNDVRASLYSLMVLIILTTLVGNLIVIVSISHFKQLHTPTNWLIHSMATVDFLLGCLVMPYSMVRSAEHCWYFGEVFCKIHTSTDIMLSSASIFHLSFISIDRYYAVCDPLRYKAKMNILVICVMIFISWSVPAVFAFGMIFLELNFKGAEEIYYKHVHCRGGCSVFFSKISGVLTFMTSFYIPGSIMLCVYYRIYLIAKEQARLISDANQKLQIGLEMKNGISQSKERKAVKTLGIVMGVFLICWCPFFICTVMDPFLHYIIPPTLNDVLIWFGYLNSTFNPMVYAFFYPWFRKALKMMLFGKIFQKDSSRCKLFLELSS
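Test system – hTAAR1-expressing CHO RD-HGA16 cells, Gα16-coupled · Also added – β-PEA at EC80 concentration, post-compound challenge · Compound – 3 µM, single point · Incubation – dye loading 75 min at 37 °C, then 30 min room temperature · Measured by – Fluo-8 intracellular calcium dye fluorescence, real-time kinetic reads · Benchmarks – vehicle and agonist controls · Replicates – singlicate, one well per test compound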
OXTR potentiator: human OXTR potentiation; P30559; CHO-OTR cells, Fluo-8 calcium fluorescence, potentiator mode; 0% = oxytocin EC15, 100% = EC100; activation, % at 3 µM; hit rate 0.061% among 320,000; AID 2445;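 active = activation above that plate's cutoff, the mean activation of tested compounds plus 3 SD, cut at about 6.6% in these data, passing the limit was not always enough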;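 also: 100% uses oxytocin at 75 nM as the full agonist control; some results filed as inactive read as strong as hits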
Target sequence (P30559 whole entry, looked up): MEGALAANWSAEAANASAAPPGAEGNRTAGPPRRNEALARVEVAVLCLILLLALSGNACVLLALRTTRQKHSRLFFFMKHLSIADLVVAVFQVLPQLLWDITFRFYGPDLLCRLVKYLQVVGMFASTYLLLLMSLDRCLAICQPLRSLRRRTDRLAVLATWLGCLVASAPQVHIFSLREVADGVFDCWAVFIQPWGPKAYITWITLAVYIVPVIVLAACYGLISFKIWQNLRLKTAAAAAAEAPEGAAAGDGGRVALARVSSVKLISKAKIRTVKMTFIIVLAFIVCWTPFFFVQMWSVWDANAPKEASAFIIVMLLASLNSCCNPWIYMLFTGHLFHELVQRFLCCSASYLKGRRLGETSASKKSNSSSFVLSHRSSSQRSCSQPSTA
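Material: CHO-OTR cells, human receptor; compound dosing: single dose, 3.0 µM nominal final compound concentration; schedule: 6 min compound pre-incubation at room temperature, 100 s kinetic read; measured by: kinetic Fluo-8 calcium fluorescence; read-out basis: % activation vs EC15 and EC100 oxytocin; controls: EC15 oxytocin alone as 0%, 75 nM oxytocin as 100%; replicates: singlicate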
CHO-K1 Ca ag: counter-screen for M1 agonists: effect in parental CHO-K1 cells; Fluo-8 calcium fluorescence; scaled to maximal ATP response, vehicle zero; activation, % at 3 µM; hit rate 0.48% among 360,000; AID 602248; in the data active = activation above about 15%;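 also: untransfected CHO-K1 host cells lacking M1 receptor as counterscreen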
CHO-K1 Ca antag: M1 antagonist counterscreen hit in parental CHO-K1 cells; ATP-induced calcium, Fluo-8 fluorescence; inhibition, % at 3 µM; hit rate 0.6% among 360,000; AID 602250;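 active = inhibition above a per-plate cutoff, the plate's mean sample inhibition plus 3 SD, cut at about 24% in these data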;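 also: 0% = DMSO plus EC80 ATP and 100% = DMSO alone without ATP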
TAAR1 ag: agonists of human TAAR1 | Q96RJ0 | CHO RD-HGA16 TAAR1, Fluo-8 calcium fluorescence; vehicle wells 0%, saturating PEA agonist 100% | activation, % at 3 µM | hit rate 0.99% among 360,000;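 active = activation above the mean activation of all test compounds in the run plus 3 SD, cut at about 38% in these data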
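System: CHO-derived RD-HGA16 cells with stable Gα16 and human TAAR1 / Times: 17-24 h plating, Fluo-8 75 min 37 °C, 30 min RT / Technique: calcium-sensitive Fluo-8 signal, excitation 470-495, emission 515-575 nm / Measure: % activation relative to PEA EC100 response / Benchmarks: DMSO and PEA EC100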
CHO parental Ca: counter-screen for OX1R antagonists: effect in parental CHO cells. inhibition, % at 5.6 µM. AID 463079. parental CHO-K1, ATP-induced calcium, Fluo-8 fluorescence. hit rate 0.63% among 330,000;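 active = inhibition above that plate's mean sample inhibition plus 3 SD, cut at about 26% in these data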;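 also: 0% = ATP-challenged DMSO wells and 100% = DMSO wells without ATP; some compounds past the cut are filed as inactive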
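test system = CHO parental line | reagent = ATP stimulus | measured by = intracellular calcium via Fluo-8 no-wash fluorescent dye | control set = ATP and no-ATP DMSO wells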
Numbers without * were called inactive; . = not tested or not shown.

SMILES	CHRM1 agonist	CHRM1 antagonist	M1 PAM parental	TAAR1 antag	OXTR potentiator	CHO-K1 Ca ag	CHO-K1 Ca antag	TAAR1 ag	CHO parental Ca
COC(=O)c1ccc(CSc2nc3ccccc3c(=O)n2Cc2ccco2)o1	-5	36*	11	60*	-9	6.1	13	7	37*
O=C(O)c1ccc(-n2cccc2)cc1O	-1	-11	15	6	-11	0.1	-3	1	-10
COC(=O)c1sc(NC(=O)/C=C/c2ccc(C)cc2)nc1C	-4	2	-12	-14	-7	-0.1	8	1	-5
COc1ccccc1CC(=O)N1CCCc2cc(C)ccc21	-9	-2	1	-3	-17	1.1	1	6	-7
COc1cccc(C2C(C(=O)/C=C/c3ccco3)=C(O)C(=O)N2CCN2CCOCC2)c1 (stereo not given)	-2	1	-8	-22	-1	2.5	-16	1	-11
Cc1ccccc1-n1c(SCC(=O)Nc2ccccc2)nc2nc3c(cc2c1=O)CCCC3	-3	9	16	36	-18	3.9	0	14	-14
CC(C)(C)OC(=O)N1CCC(CNC(=O)c2ccc(F)cc2F)CC1	-5	-6	17	-36	-8	2.5	-9	-1	-9
O=C1C(Cc2c[nH]c3ccccc23)NC(=S)N1Cc1ccccc1 (stereo not given)	-11	-4	13	-10	-3	0.9	-5	1	-7
CCOc1ccc(C(=O)NCC(=O)NCC2CCCCC2)cc1OCC	-3	2	-7	-3	-5	-0.3	-3	-1	-6
COc1ccc(Cl)cc1N(CC(=O)N/N=C/c1ccc(OCC(N)=O)cc1)S(C)(=O)=O	-3	-5	7	6	-4	0.0	2	1	4
COc1ccc(OC)c2nc(-c3ccc4c(c3)OCO4)ccc12	-2	-12	-8	-9	-12	-0.9	-7	-4	-13
Cc1ccccc1CC(=O)Nc1ccc2c(c1)c(=O)n(C)n2-c1cccs1	-7	-3	8	-8	.	2.0	-12	21	.
OC(c1cc(Cl)cc(Cl)c1)c1ncc(-c2ccccc2F)[nH]1 (stereo not given)	5	-6	7	30	.	3.9	-9	30	.
CCN(CC)CCCN(Cc1cc2cc3c(cc2[nH]c1=O)OCO3)C(=S)NCCOC	-9	-3	8	-16	-3	0.2	-8	3	-6
Cn1c(=O)c(=O)n(C)c2cc(S(=O)(=O)N3CCN(c4ccccc4F)CC3)ccc21	-5	-1	-3	11	-2	0.1	12	5	5
CCOC(=O)C1(Cc2ccc(Cl)cc2)CCN(C(=O)C2CCCO2)CC1 (stereo not given)	-3	0	8	-3	-3	0.0	15	2	-17
[O-]/C(=C(\C(=S)Nc1ccccc1F)[n+]1ccccc1)c1ccc(-c2ccccc2)cc1	-8	13	3	-2	-15	1.3	-21	-1	-20
COC(=O)c1ccc(C(NC(=O)OCc2ccccc2)/C(C)=C/[C@@H](C)C(=O)NCc2ccc(OC)c(OC)c2)cc1 (stereo not given in full)	-3	20	-8	.	-14	4.5	-2	.	-14
Nc1nc2ccccc2nc1N	-3	-14	20	5	-8	1.5	-14	2	-9
C[C@@H]1CCCCO[C@H](CN(C)C)[C@H](C)CN([C@@H](C)CO)C(=O)c2cc(NC(=O)Nc3ccc(C(F)(F)F)cc3)ccc2O1	-7	-7	7	-1	.	0.0	-7	0	.
CC1(C)CC2CC(C)(CN2Cc2cccc([N+](=O)[O-])c2)C1 (stereo not given)	-6	-2	-15	-50	.	-0.1	2	8	.
O=C(COc1ccccc1Br)Nc1ccc2c(c1)OCCCO2	-8	-5	-7	-2	-20	1.7	-11	0	-13
CC1CN(C(=O)c2cc3cc([N+](=O)[O-])ccc3oc2=O)CC(C)O1 (stereo not given)	-1	10	1	-14	0	-0.2	-5	1	-3
COc1cc(OC)cc(C(=O)OCC(=O)c2ccc(S(=O)(=O)N3CCCCC3)cc2)c1	-2	-10	-10	-1	-2	0.1	-9	0	-9
COc1ccc(-n2c(=O)cc(N3CCN(c4ccccc4OC)CC3)[nH]c2=O)cc1	-5	-2	13	18	-1	0.1	0	1	-9
O=Cc1c(-c2ccccc2)cc2oc3ccccc3cc1-2	-1	-4	2	.	-13	0.4	-6	.	-13
CCOC(=O)c1cc2c(ccn2C)n1CC(=O)N(Cc1ccccc1)c1ccccc1	-2	-4	5	7	3	1.2	-8	25	-11
Clc1ccc(-c2c[n+](Cc3cccc(Cl)c3)c3n2CCC3)cc1	-13	2	24	-23	2	0.3	-13	8	-5
Cc1cccn2c(=O)c3cc(C#N)c(=NC(=O)c4cccnc4)n(CC4CCCO4)c3nc12 (stereo not given)	-3	-7	-6	-13	-16	-0.2	21	16	-22
Cc1ccc(C(=O)OCC(=O)NNC(=O)c2cccs2)c(O)c1	1	-8	2	-3	-4	0.8	10	5	-5

Retrieved by compound from the list above, 4 records:
SMILES	CHRM1 agonist	CHRM1 antagonist	M1 PAM parental	TAAR1 antag	OXTR potentiator	CHO-K1 Ca ag	CHO-K1 Ca antag	TAAR1 ag	CHO parental Ca
Cc1cccn2c(=O)c3cc(C#N)c(=NC(=O)c4cccnc4)n(CC4CCCO4)c3nc12 (stereo not given)	-3	-7	-6	-13	-16	-0.2	21	16	-22
Cn1c(=O)c(=O)n(C)c2cc(S(=O)(=O)N3CCN(c4ccccc4F)CC3)ccc21	-5	-1	-3	11	-2	0.1	12	5	5
O=Cc1c(-c2ccccc2)cc2oc3ccccc3cc1-2	-1	-4	2	.	-13	0.4	-6	.	-13
CCOc1ccc(C(=O)NCC(=O)NCC2CCCCC2)cc1OCC	-3	2	-7	-3	-5	-0.3	-3	-1	-6

Additional structures.
SMILES	CHRM1 agonist	CHRM1 antagonist	M1 PAM parental	TAAR1 antag	OXTR potentiator	CHO-K1 Ca ag	CHO-K1 Ca antag	TAAR1 ag	CHO parental Ca
COc1ccc(OC)c(N(CC(=O)Nc2ccccc2)S(=O)(=O)c2ccccc2)c1	-2	-12	14	24	-6	2.8	-2	6	-28
Cc1ccc(S(=O)(=O)N2CCN(c3ccc([N+](=O)[O-])c(Sc4nncn4C)c3)CC2)cc1	-7	-11	15	-22	1	-0.6	-7	-2	-27
CN(CC(=O)Nc1ccc(Cl)cc1)C(=O)CNC(=O)c1ccc2ccccc2c1	-3	-9	-1	-29	0	3.3	0	-1	-19
CCCN(C(=O)c1cc(Cl)nc2ccccc12)C1CCS(=O)(=O)C1 (stereo not given)	-2	0	-18	11	1	-0.5	17	0	-10
CC(C)(C)c1ccc(C(=O)NC(=S)Nc2sc3c(c2C#N)CCC3)cc1	-2	-4	9	-10	-8	-0.1	8	0	-10
COC(=O)c1ccc2c(=O)n(CCN3CCOCC3)c(SCC(=O)C(C)(C)C)nc2c1	-2	9	9	6	2	0.5	8	0	-6
CCCc1nc2c(sc3nc4c(cc32)COC(C)(C)C4)c(=O)o1	-4	-6	14	15	-1	0.2	-10	2	-10
Cc1nn(-c2ccc(Cl)cc2)c(=O)c2c(C)noc12	-2	10	-14	-1	8	0.1	3	-2	-2
O=C1CCC(=O)c2ccc3c4c(ccc1c24)CC3	-6	-9	3	14	.	-0.1	-5	0	.
COc1cccc(COc2ccc3ccc(=O)oc3c2)c1	-7	-22	11	-13	-3	0.4	-23	-1	-16

TAAR1 antag: what is marked active above.
compound,CHRM1 agonist,CHRM1 antagonist,TAAR1 antag,OXTR potentiator,TAAR1 ag
COC(=O)c1ccc(CSc2nc3ccccc3c(=O)n2Cc2ccco2)o1,-5,36*,60*,-9,7

(cont.)
SMILES	CHRM1 agonist	CHRM1 antagonist	M1 PAM parental	TAAR1 antag	OXTR potentiator	CHO-K1 Ca ag	CHO-K1 Ca antag	TAAR1 ag	CHO parental Ca
Cc1cc(-c2nnc(SCC(=O)Nc3cccc(Cl)c3)n2N)n[nH]1	-3	-4	21	6	-7	0.7	-13	23	-1
CCc1noc(C)c1C(=O)OC(C)C(=O)Nc1cc([N+](=O)[O-])ccc1OC (stereo not given)	-7	7	-8	-15	4	-0.5	2	0	-4
CC(C)C[C@H](NC(=O)c1nc[nH]c1C(=O)NCCCCCN)C(=O)OCc1ccccc1	-10	-8	10	-22	9	0.1	-12	1	-8
N#CCCN(C(=O)CSc1nnc(-c2ccncc2)n1C1CC1)c1ccccc1	-4	15	12	-8	6	0.0	-10	13	-4
O=C(Nc1nnc(S(=O)(=O)N2CCCC2)s1)c1ccccc1F	1	-16	0	-6	-6	0.3	0	3	2
Cc1ccccc1OCC(O)COc1ccccc1C	-1	-9	4	1	.	0.0	-8	-1	.
CC1=C(C(=O)Nc2ccccc2)C(c2ccco2)C(C#N)=C(SCC(N)=O)N1 (stereo not given)	-4	-18	10	-16	-5	0.4	-16	8	-19
Cc1ccc(Nc2nc(N)nc(CN3CCN(c4ccccc4F)CC3)n2)cc1	-1	-12	10	9	-10	1.0	-9	2	-26
CSc1ccccc1C(=O)NCc1ccc(F)cc1	-7	-7	9	14	0	0.3	-3	0	-13
CCOc1cc(C(C#N)N2CCCCC2)ccc1OC (stereo not given)	0	-16	9	17	-12	-0.2	-5	6	-7
Cc1sc2ncnc(Sc3ccccc3C(=O)Nc3ccccc3Cl)c2c1C	-8	-5	15	17	-1	-0.2	-6	4	-11
COc1ccc2oc(C(=O)OC(C)C(=O)NCc3ccccc3)c(C)c2c1 (stereo not given)	-3	0	-14	-2	-6	3.0	22	0	-35

High-throughput results as filed in PubChem BioAssay.
